PKA kinase inh – inhibitors of human protein kinase A | P17612 | PKA Kemptide phosphorylation, Kinase-Glo ATP luminescence | inhibition, % at 6 µM | 65,000 compounds, 0.1% hits | AID 524;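 active = inhibition above the screen-wide mean inhibition plus 3 SD, cut at about 21% in these data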; note: many of its hits are not listed in these tables
AP ELISA ortho – orthogonal test for alternative complement pathway inhibitors; Human serum alternative complement pathway, LPS-coated ELISA, C3 deposition; tested in compound mixtures; inhibition, % at 5 µM; 62,000 compounds, 0.08% hits;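 active = inhibition above 30% in each of the two pooled mixtures holding the compound, so the lower value exceeds 30%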;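 note: 0% = serum in Mg-EGTA without compound and 100% = EDTA serum blank; some compounds past the cut are filed as inactive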
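Test system: human serum alternative complement pathway, C3 deposition on LPS-coated wells; also added: Plate-bound LPS; doses: 5 µM per compound in ten-compound mixtures; schedule: 1 h at 37 °C; detection: Anti-C3 ELISA, OD 450 nm; evaluation: percent inhibition of C3 deposition onto LPS; repeats: two pool placements per compound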
CatS block – human cathepsin S inhibition; recombinant cathepsin S, AMC dipeptide fluorescence, pooled mixtures; 62,000 compounds, 0.06% hits; P25774; inhibition, %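 (tested at 5 µM per compound within 10-compound mixtures)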; in the data active = inhibition above about 32%, passing the limit was not always enough;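 note: 0% = enzyme without compound and 100% = blank without enzyme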
Target sequence (P25774 115-331 limits assumed): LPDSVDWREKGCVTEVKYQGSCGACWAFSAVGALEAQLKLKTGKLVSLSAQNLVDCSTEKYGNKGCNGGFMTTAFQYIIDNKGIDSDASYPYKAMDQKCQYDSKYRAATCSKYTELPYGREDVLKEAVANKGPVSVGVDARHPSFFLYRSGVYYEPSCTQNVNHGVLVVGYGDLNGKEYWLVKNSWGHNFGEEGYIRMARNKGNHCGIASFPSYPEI
RORA act – activators of human nuclear receptor RORA; P35398; CHO-K1 Gal4-RORA LBD luciferase reporter, luminescence; percent increase over mock-subtracted basal signal; activation, % at 10 µM; 65,000 compounds, 1.5% hits; AID 560;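 active = activation above the mean of all tested compounds plus 3 SD, cut at about 49% in these data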;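 note: 0% = DMSO-treated RORA cells and 100% = added signal equal to DMSO minus mock-transfected cells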
E coli RNAP – inhibitors of Escherichia coli RNA polymerase; AID 559; inhibition, %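 (tested at 10 µM)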; 62,000 compounds, 0.2% hits; E. coli RNA polymerase, fluorescence transcription assay; P0A8V2; in the data active = inhibition above about 20%;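 note: 0% = enzyme without compound and 100% = no enzyme blank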
CatB inh – human cathepsin B inhibition | AID 453 | 63,000 compounds, 0.1% hits | purified cathepsin B, fluorogenic substrate, fluorescence | inhibition, %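 (tested at 10 µM)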; in the data active = inhibition above about 21%;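 note: 0% = enzyme with no compound and 100% = no enzyme blank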
ROCK2 blocker – blocks human Rho kinase 2 activity; purified ROCK2, Kinase-Glo ATP depletion luminescence; inhibition, % at 6 µM; O75116; 60,000 compounds, 0.35% hits; AID 604;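 active = inhibition above the screen-wide mean inhibition plus 3 SD, cut at about 18% in these data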;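 note: plate controls were DMSO wells for no effect and Y-27632 control wells after no-enzyme background subtraction for full effect; many of its hits are not listed in these tables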
CatB mix inh – human cathepsin B inhibition by mixtures; AID 488; Purified cathepsin B, AMC dipeptide fluorescence, compound mixtures; P07858; inhibition, %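 (ten-compound pools at 5 µM per compound and 50 µM total)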; 62,000 compounds, 0.06% hits; in the data active = inhibition above about 22%, passing the limit was not always enough;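 note: 0% = enzyme without compound and 100% = no enzyme blank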
JNK3 inh – JNK3 (human) kinase inhibition; purified JNK3 kinase activity, HTS; 60,000 compounds, 0.61% hits; inhibition, % at 8 µM; in the data active = inhibition above about 17%;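 note: 0% = DMSO and 100% = reference inhibitor; many of its hits are not listed in these tables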
Target sequence (P53779 whole entry, looked up): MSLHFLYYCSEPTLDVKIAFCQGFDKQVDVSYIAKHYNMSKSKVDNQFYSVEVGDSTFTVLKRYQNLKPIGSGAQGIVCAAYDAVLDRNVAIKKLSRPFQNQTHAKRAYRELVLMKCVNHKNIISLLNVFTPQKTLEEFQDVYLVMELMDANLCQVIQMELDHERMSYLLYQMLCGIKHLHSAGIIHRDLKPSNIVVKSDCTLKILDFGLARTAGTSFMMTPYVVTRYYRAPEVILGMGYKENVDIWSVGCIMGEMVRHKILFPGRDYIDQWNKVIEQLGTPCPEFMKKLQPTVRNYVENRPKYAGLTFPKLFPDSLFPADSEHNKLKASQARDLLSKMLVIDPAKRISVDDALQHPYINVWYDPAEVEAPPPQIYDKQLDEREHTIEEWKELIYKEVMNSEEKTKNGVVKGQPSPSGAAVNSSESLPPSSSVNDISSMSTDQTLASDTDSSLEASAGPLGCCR
* marks the source's active call; other numbers are inactive results; . = not tested or not shown.

nr	molecule	PKA kinase inh	AP ELISA ortho	CatS block	RORA act	E coli RNAP
1	CN(C(=O)COC(=O)c1ccccc1Nc1ccccc1)C1CCS(=O)(=O)C1 (stereo not given)	9	-3	11	-12	8
2	CCc1c(O)nc(SCC(=O)Nc2ccc3c(c2)CCC3)[nH]c1=O	-1	22	-7	-2	5
3	CN(Cc1ccccc1)C(=O)CCS(=O)(=O)c1ccc2c(c1)n(C)c(=O)c(=O)n2C	12	11	-4	-7	4
4	Cc1ccc(S(=O)(=O)NCCSc2nnnn2-c2ccc(C(N)=O)cc2)cc1	54*	4	-6	-21	0
5	CCn1c(COc2cccc(OC)c2)nnc1SCC(=O)Nc1ccccc1C(=O)OC	11	8	-6	-13	-5
6	Cc1ccc(-c2c(C)n([O-])c3c([n+]2=O)CCCCC3)o1	8	8	6	-7	4
7	O=S1(=O)C=C(Sc2nc3ccccc3s2)c2ccccc21	2	10	-1	-88	5
8	Cc1cccc(Nc2ncc3c(n2)CC(C)CC3=O)c1 (stereo not given)	8	-3	17	72*	12
9	CC1CN(C(=O)C2CCCCC2)C(C)CN1C(=O)C1CCCCC1 (stereo not given)	2	13	-6	-21	0
10	COc1ccc2c(c1)CCCC21NC(=O)NC1=O (stereo not given)	-4	7	-1	-5	-1

nr	CatB inh	ROCK2 blocker	CatB mix inh	JNK3 inh
1	4	1	0	1
2	0	-3	2	-5
3	-3	4	1	-3
4	1	13	3	1
5	3	3	1	5
6	5	.	4	.
7	-1	3	7	6
8	7	0	8	8
9	2	8	5	1
10	-3	-1	-5	-1

Arranged by number of heavy atoms (rising): part of the list above
nr	molecule	PKA kinase inh	AP ELISA ortho	CatS block	RORA act	E coli RNAP
10	COc1ccc2c(c1)CCCC21NC(=O)NC1=O (stereo not given)	-4	7	-1	-5	-1
3	CN(Cc1ccccc1)C(=O)CCS(=O)(=O)c1ccc2c(c1)n(C)c(=O)c(=O)n2C	12	11	-4	-7	4
5	CCn1c(COc2cccc(OC)c2)nnc1SCC(=O)Nc1ccccc1C(=O)OC	11	8	-6	-13	-5

nr	CatB inh	ROCK2 blocker	CatB mix inh	JNK3 inh
10	-3	-1	-5	-1
3	-3	4	1	-3
5	3	3	1	5

(more compounds)
nr	molecule	PKA kinase inh	AP ELISA ortho	CatS block	RORA act	E coli RNAP
11	O=C(O)c1cccc2[nH]c(C(F)(F)F)nc12	5	1	-6	0	3
12	COCCn1c(Cc2ccccc2)nnc1SCC(=O)Nc1cc(C)on1	-2	-27	10	-18	5
13	COc1cc(NC(=O)c2ccccc2)c(OC)cc1NC(=O)CN1CCOCC1	-4	12	-2	-8	6
14	COc1ccc(Cn2c(=O)[nH]c3cc(C(=O)NCCCN4CCCC4=O)ccc3c2=O)cc1	-5	9	-2	0	-10
15	CC1CCCC(C)N1S(=O)(=O)c1ccc(NC(=O)CNCC2CCCO2)cc1 (stereo not given)	-4	5	-3	6	-2
16	Cc1ccnc(N2CCC(C(=O)Nc3ccc(Oc4ccccc4)cc3)CC2)n1	2	0	17	15	13
17	Cn1c(SCC(=O)N2CCOCC2)nc2sc3c(c2c1=O)CCCC3	12	-5	3	-18	6
18	O=C(Nc1cccc(C(=O)N2CCOCC2)c1)NC1CCCCC1	-1	14	5	3	6
19	COc1ccc(Cn2nnnc2C(c2ccccc2Cl)N2CCN(C3CCCC3)CC2)cc1 (stereo not given)	6	1	-6	-7	2
20	CCOC(=O)N1CCN(CCC(=O)Nc2ccc(C)cc2)CC1	.	17	0	.	-2

nr	CatB inh	ROCK2 blocker	CatB mix inh	JNK3 inh
11	1	3	2	-2
12	7	-7	3	2
13	-2	8	5	-2
14	1	.	-1	.
15	2	.	-2	.
16	-2	5	5	0
17	0	3	-3	-1
18	-3	3	6	-3
19	-6	1	5	2
20	-6	.	0	.

(continued)
nr	molecule	PKA kinase inh	AP ELISA ortho	CatS block	RORA act	E coli RNAP
21	Cc1ccc(-c2nnc(N(C)C(=O)c3cccnc3)s2)cn1	5	25	4	-14	-2
22	O=C(CN1CCNCC1)Nc1ccccc1Cl	0	-6	10	-11	-6
23	O=C(O)CCc1ccc(-c2ccc(Br)cc2)n1CC(=O)O	10	22	-1	-8	6
24	CCOc1ccccc1C1C(C(N)=O)=C(C)Nc2nc(-c3ccccc3Cl)nn21 (stereo not given)	-2	8	7	-8	4
25	CCC1(C)Cc2c(C#N)c(N)sc(=S)c2CO1 (stereo not given)	1	.	.	-17	6
26	CCc1cccc(C)c1NC(=O)CN1C(=O)c2ccccc2S1(=O)=O	7	14	2	-11	4
27	CCCN(CCC)c1nc(NC2CCN(C(=O)OCC)CC2)nc(OC)n1	5	24	-10	-7	0
28	CCOC(=O)c1[nH]c(C)c(/C(O)=C2\C(=O)C(=O)N(CCCN(CC)CC)C2c2cccnc2)c1C (stereo not given)	6	6	9	4	7
29	CC1(C)Oc2ccc3ccc(=O)oc3c2C(N2CCCCC2)C1O (stereo not given)	-4	8	-2	-19	3
30	COc1cc(OC)nc(NC(=O)CSc2nnc(-c3ccccc3)n2C2CCCCC2)n1	7	-16	6	6	9

nr	CatB inh	ROCK2 blocker	CatB mix inh	JNK3 inh
21	1	3	2	1
22	1	2	0	1
23	-5	6	6	10
24	1	-5	5	-1
25	0	-3	.	-5
26	2	1	3	0
27	-1	6	-6	-1
28	10	5	4	8
29	5	-2	4	-11
30	2	4	-2	2

Continuation:
nr	molecule	PKA kinase inh	AP ELISA ortho	CatS block	RORA act	E coli RNAP
31	Cc1cc(C)nc(SC(C)C(=O)O)n1 (stereo not given)	-7	6	13	-20	-3
32	O=C(CCCN1C(=O)c2ccccc2C1=O)Nc1c2c(nc3c1CCC3)CCC2	0	17	0	-14	3
33	CC(C)CN(C(=O)CSc1nnc2c(Cl)cc(C(F)(F)F)cn12)C1CCS(=O)(=O)C1 (stereo not given)	7	7	-6	-2	1
34	O=C(NC1c2ccccc2-c2ccccc21)N1CCCCC1	11	0	12	27	6
35	CCCCCCNS(=O)(=O)c1ccc(Cl)s1	6	7	1	16	-5
36	CCOc1ccccc1C1C(C(=O)OC)=C(N)OC2=C1C(=O)CCC2 (stereo not given)	6	0	12	14	4
37	Cn1c2ccccc2c2ncn(CCCN3CCOCC3)c(=O)c21	6	-1	14	8	5
38	O=C(OCCN1CCCCC1)c1cc2ccccc2o1	-2	15	-8	-6	-10
39	CCn1c(SCc2nnc(-c3ccccc3)o2)nc2c1c(=O)n(C)c(=O)n2C	8	1	6	31	11
40	CCOc1ccc(C(=O)Nc2cccc(C)n2)cc1	0	21	-4	-27	-1

nr	CatB inh	ROCK2 blocker	CatB mix inh	JNK3 inh
31	5	2	2	5
32	-6	5	7	5
33	0	4	-5	1
34	3	1	6	7
35	-3	2	-2	1
36	4	6	0	-3
37	3	2	5	14
38	-3	.	-2	.
39	3	8	-3	2
40	4	-7	0	7

Taken from above.
Reading of no. 16 in ROCK2 blocker: 5
Reading of no. 20 in CatB inh: -6
Reading of no. 25 in E coli RNAP: 6
Reading of no. 18 in RORA act: 3
Reading of no. 27 in CatB mix inh: -6
Reading of no. 31 in CatB mix inh: 2
Reading of no. 24 in AP ELISA ortho: 8

Back to the main list, starting 7 compounds before the break.
nr	molecule	PKA kinase inh	AP ELISA ortho	CatS block	RORA act	E coli RNAP
34	O=C(NC1c2ccccc2-c2ccccc21)N1CCCCC1	11	0	12	27	6
35	CCCCCCNS(=O)(=O)c1ccc(Cl)s1	6	7	1	16	-5
36	CCOc1ccccc1C1C(C(=O)OC)=C(N)OC2=C1C(=O)CCC2 (stereo not given)	6	0	12	14	4
37	Cn1c2ccccc2c2ncn(CCCN3CCOCC3)c(=O)c21	6	-1	14	8	5
38	O=C(OCCN1CCCCC1)c1cc2ccccc2o1	-2	15	-8	-6	-10
39	CCn1c(SCc2nnc(-c3ccccc3)o2)nc2c1c(=O)n(C)c(=O)n2C	8	1	6	31	11
40	CCOc1ccc(C(=O)Nc2cccc(C)n2)cc1	0	21	-4	-27	-1
41	Cc1ccc(Cn2c(CN3CC(C)OC(C)C3)nc3c2c(=O)n(C)c(=O)n3C)cc1 (stereo not given)	6	8	6	11	10
42	COc1ccc(OC)c(C2=NOC(C(=O)NCCN3CCOCC3)C2)c1 (stereo not given)	11	0	9	1	5
43	NC1=NC(c2ccccc2Cl)n2c(nc3ccccc32)N1 (stereo not given)	13	4	-6	-21	1
44	O=C(NCc1ccccn1)c1ccc(CS(=O)(=O)Cc2ccc(Cl)cc2)o1	-6	16	-4	7	1
45	N#CC1=C(SCC(=O)c2cc3ccccc3oc2=O)NC(=O)C(C#N)C12CCCC2 (stereo not given)	4	3	-32	30	5
46	CCCN1C(=O)C(O)(CC(=O)c2cccc(OC)c2)c2ccccc21 (stereo not given)	4	12	-16	-16	5
47	COc1ccc(CN2CCC(CNC(=O)NC3CCCCC3)CC2)cc1	4	6	18	-2	15
48	COCCCNC(=O)c1ccc(N(C)S(C)(=O)=O)cc1	7	13	16	6	8
49	O=C(Nc1ccon1)c1cc(-c2ccccc2)nc2ccccc12	10	-10	-7	-2	21*
50	Cc1ccc(-c2noc(CCC(=O)NCCN3CCOCC3)n2)cc1	4	3	-2	-13	3
51	Nc1c(C(=O)NCC2CCCO2)c2nc3ccccc3nc2n1-c1ccccc1 (stereo not given)	3	3	-10	16	-16
52	CC(=O)Nc1nonc1NC(=O)CSC1=NCCS1	0	11	2	-8	1
53	CC1(C)CC(=O)c2c(-c3cccnc3)n[nH]c2C1	1	2	11	2	10

nr	CatB inh	ROCK2 blocker	CatB mix inh	JNK3 inh
34	3	1	6	7
35	-3	2	-2	1
36	4	6	0	-3
37	3	2	5	14
38	-3	.	-2	.
39	3	8	-3	2
40	4	-7	0	7
41	-6	4	0	6
42	-2	4	1	-2
43	2	6	1	-5
44	2	-9	0	1
45	0	0	4	6
46	2	4	5	0
47	6	-1	8	-5
48	2	5	1	4
49	3	8	-9	4
50	3	4	1	0
51	-6	2	-2	1
52	1	-2	1	-3
53	5	.	-1	.

High-throughput results deposited in PubChem by several laboratories.

These rows are one share of the data; count on the stated rates, not on these rows.
